# High-throughput results deposited in PubChem BioAssay by Sanford-Burnham Center for Chemical Genomics.
# SENP1 inh: inhibitors of human SENP1 SUMO protease catalytic domain | Q9P0U3 | recombinant SENP1 catalytic domain, CyPet-SUMO1-YPet FRET cleavage | inhibition, % at 10 µM | 360,000 compounds, 0.21% hits;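 active = inhibition at least 30% at 10 µM, raw YFP signal under a set limit, fluorescence ratio 0.5 to 1.5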;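 also: 0% = enzyme with DMSO and 100% = no enzyme wells; some results filed as inactive read as strong as hits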
# Target sequence (Q9P0U3 419-644 limits assumed): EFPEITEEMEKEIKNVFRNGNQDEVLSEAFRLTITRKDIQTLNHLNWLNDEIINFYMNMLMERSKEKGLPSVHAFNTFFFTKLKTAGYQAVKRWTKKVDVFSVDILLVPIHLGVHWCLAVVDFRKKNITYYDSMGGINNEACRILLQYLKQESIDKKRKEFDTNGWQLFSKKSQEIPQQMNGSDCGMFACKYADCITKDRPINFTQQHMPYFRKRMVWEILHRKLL
#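 Test system: recombinant human SENP1 catalytic domain, His6-tagged / Medium: pH 8 Tris buffer with EDTA, NaCl, BME, BSA, NP40, catalase / Also added: SUMO1 FRET substrate flanked by Cypet and Ypet, 25 nM / Times: 50 min reaction at room temperature / Signal: FRET, CFP and YFP emission / Control set: no-enzyme low control and enzyme-plus-DMSO high control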
# * hit, by the source's call. This is a subset; rates above refer to the full screens.
Cc1ccc(C)c(C(O)c2ncc(-c3ccc(F)cc3)[nH]2)c1 (stereo not given)
  SENP1 inh: -1
O=S1(=O)CC(N2CCN(c3ccccn3)CC2)CN1C1CCCCC1 (stereo not given)
  SENP1 inh: 1
CN1C(=O)[C@H]2[C@@H](c3ccccc3)N[C@]3(CCCN(Cc4ccc(F)cc4)C3=O)[C@H]2C1=O
  SENP1 inh: 1
COC(=O)C1=CN(c2ccc3c(c2)OCO3)C(N)=C(C#N)C1c1ccccc1 (stereo not given)
  SENP1 inh: -4
CC(=O)NCCNC(=O)C1(C)Cc2c(-c3ccc(NC(C)=O)cc3)ccnc2O1 (stereo not given)
  SENP1 inh: 1
COc1cc(C)nc(Oc2ccc(=O)n(C)n2)n1
  SENP1 inh: -1
CC(C)C[C@@H](COCc1cccc(Cl)c1)N1CCN(C(=O)c2cccc(C(F)(F)F)c2)CCC1=O
  SENP1 inh: 1
CCN(CC)C(=O)C1=C(C)N(Cc2ccc(F)cc2)C(=O)C(CC(=O)NCc2cccs2)C1 (stereo not given)
  SENP1 inh: 0
Cc1nc2ccccc2c(C(=O)O)c1-c1ccccn1
  SENP1 inh: -1
C#CCNC(=O)c1cc2c(Br)ccc(Br)c2nc1N
  SENP1 inh: -51

Cc1ccc(NC(=O)CN(C)CC(=O)Nc2ccc3c(c2)OCO3)cc1
  SENP1 inh: 2
CCc1cc(-c2nnn(-c3cc(C(C)C)ccc3C)c2CC)ccc1-c1cn(CCc2c[nH]c3ccccc23)nn1
  SENP1 inh: -1
CC(=O)NC(c1ccc(N(C)C)cc1)c1cc(Cl)c2cccnc2c1O (stereo not given)
  SENP1 inh: 2
CC(=O)c1cccc(-c2ccnc3c2CC(C(=O)NCCc2ccccc2)O3)c1 (stereo not given)
  SENP1 inh: -1
CCCc1c(C(=O)N/N=C/c2ccc(-c3ccccc3)cc2)nnn1-c1nonc1N
  SENP1 inh: 1
COc1cc2ccc(NC(C)=O)cc2cc1OC
  SENP1 inh: -4
OCCC1CN(CCCn2cccn2)CCN1C1CCCCC1 (stereo not given)
  SENP1 inh: 3
Nc1nonc1-n1nnc(C(=O)N/N=C/c2ccco2)c1CSc1ccc(Cl)cc1
  SENP1 inh: -1
Cn1cnc(S(=O)(=O)N2CCCCC2c2cc(C(=O)Nc3cccc(C#N)c3)no2)c1 (stereo not given)
  SENP1 inh: 0
COc1ccc(C2=CC(=O)C[C@H](COCc3ccccc3)N(C(=O)OC(C)(C)C)O2)cc1
  SENP1 inh: -11

CCOC(=O)c1ccc(NC(=S)N2CCSC2c2ccc(Cl)cc2)cc1 (stereo not given)
  SENP1 inh: 0
CCCCNC(=O)C1(C)CCN1C(=O)Cc1cccc2ccccc12 (stereo not given)
  SENP1 inh: 0
Cc1cn(CC(=O)NCCCc2ccccc2)c(=O)[nH]c1=O
  SENP1 inh: 2
CCN(CC)CCCC(C)n1c(C)cc(C(=O)NS(=O)(=O)c2ccc(C)cc2)c1C (stereo not given)
  SENP1 inh: 1
Cc1cccc(N=Cc2ccccc2O)c1C
  SENP1 inh: 2
c1ccc(-c2csc(CN3CCCCC3)n2)cc1
  SENP1 inh: 2
Cc1ccccc1S(=O)(=O)NC(=O)C1(C)CCN1C(=O)COc1ccc(Cl)cc1 (stereo not given)
  SENP1 inh: 1
Cn1c(=S)sc2ccc3ccccc3c21
  SENP1 inh: 3
O=C(CCCCl)NC1=NN(c2ccccc2)C(=O)C1
  SENP1 inh: 1
CCN(CC)CCNC(=O)c1ccc(NC(=O)c2cc(S(=O)(=O)N3CCCCC3)ccc2N2CCOCC2)cc1
  SENP1 inh: 2

# Exported tab-delimited: entries from further up
Structure	SENP1 inh
O=C(CCCCl)NC1=NN(c2ccccc2)C(=O)C1	1
CCN(CC)CCNC(=O)c1ccc(NC(=O)c2cc(S(=O)(=O)N3CCCCC3)ccc2N2CCOCC2)cc1	2

# More entries
CN(C)c1cccc(CNC(=O)c2ccc3sc([C@@H]4O[C@H](CO)[C@H](O)[C@H](O)[C@H]4O)nc3c2)c1
  SENP1 inh: 4
Cc1ccsc1CNC(=O)C1(C)CCN1C(=O)C(C)C (stereo not given)
  SENP1 inh: 2
Cc1ccc2c(C)c(C(=O)N3CCC(C(N)=O)(N4CCCCC4)CC3)oc2c1C
  SENP1 inh: 0
c1ccc(N2CCN(c3nccn4ccnc34)CC2)nc1
  SENP1 inh: 5
COCCN1CCC(CO)C1 (stereo not given)
  SENP1 inh: -4
CC[n+]1c(C)cc2c(sc3ccccc32)c1C
  SENP1 inh: 0
CN(Cc1ccccc1)C(=O)[C@@H]1CCCN1C(=O)[C@@H]1CCCN1C(=O)c1ccc(Cl)cc1
  SENP1 inh: 2
COc1ccc(OCc2cn(CC(=O)c3ccc(O)cc3)nn2)cc1
  SENP1 inh: -2
CCOc1cc2c(c3c1C(c1ccccc1)N(S(=O)(=O)c1ccc(C)cc1)C3)C(=O)C=CC2=O (stereo not given)
  SENP1 inh: 4
Cc1[nH]c(=S)[nH]c(=O)c1Cc1c(O)ccc2ccccc12
  SENP1 inh: -24

CCOc1ccc(NS(=O)(=O)c2ccc(C(=O)NCC3CCCO3)cc2)cc1 (stereo not given)
  SENP1 inh: 1
COc1ccc(CN2CCN(Cc3c[nH]c4ccccc34)CC2)c(OC)c1
  SENP1 inh: 3
O[C@H]1CN(CC2CCCCC2)[C@@H](c2ccc(Cl)cc2)C[C@@H]1n1cc(-c2ccc(F)cc2)nn1
  SENP1 inh: -2
CNc1nc(-c2ccc3c(c2)CCN3C(=O)c2ccc(F)cc2)cs1
  SENP1 inh: -4
O=C(/C=C/c1ccc(O)c(O)c1)OC1C(O)CC(OC(=O)/C=C/c2ccc(O)c(O)c2)(C(=O)O)CC1O (stereo not given)
  SENP1 inh: -6
C[C@H]1COc2cc(N3CC[C@H](O)C3)ccc2S(=O)(=O)N1
  SENP1 inh: 2
O=[N+]([O-])c1cccc2nc3ccccc3c(NCCCn3ccnc3[N+](=O)[O-])c12
  SENP1 inh: -3
CC1(C)CC(=O)C(C(c2ccc3c(c2)OCO3)C2C(=O)CC(C)(C)CC2=O)C(=O)C1
  SENP1 inh: -2
COc1ccc(-c2nc3cc(C)c(Br)c(C)n3c2Cc2ccccc2)cc1OC
  SENP1 inh: 0
O=C1CCC(C(=O)OCC(=O)Nc2ccc(OC(F)F)cc2)=NN1
  SENP1 inh: 0

C[C@@H]1CN([C@H](C)CO)C(=O)CCCn2nncc2CO[C@@H]1CN(C)C(=O)NC1CCCCC1
  SENP1 inh: 0
CC(=O)Nc1c(Cl)cc(Cl)c2c1Cc1cc(Cl)ccc1-2
  SENP1 inh: 5
Cc1cc(NC(=O)CN2C(=O)/C(=C/c3ccc(C(C)C)cc3)SC2=S)no1
  SENP1 inh: -1
O=[N+]([O-])c1cc(S(=O)(=O)Nc2ccccc2)ccc1Nc1ccccc1
  SENP1 inh: 2
Cc1cccnc1C(NC(=O)C1CCN(CCCc2ccccc2)CC1)c1ccc(Cl)cc1 (stereo not given)
  SENP1 inh: 0
COC(=O)[C@H]1C[C@H](OC(=O)Nc2cccs2)[C@@]2(O)CN(S(=O)(=O)c3ccc(C)cc3)CC2[C@H]1C(=O)OC (stereo not given in full)
  SENP1 inh: -2
O=C(O)c1ccccc1NN=Cc1ccccc1
  SENP1 inh: 0
COC(=O)c1ccc2nc(C3CCCCC3)c(Cc3cccc(Cl)c3)n2c1
  SENP1 inh: -70
CCCC(=O)OCC1CN(Cc2ccco2)S(=O)(=O)c2c(F)cccc2O1 (stereo not given)
  SENP1 inh: -5
COC(=O)[C@]12CCCCC=C1N(CCc1ccc(OC)c(OC)c1)C(=O)[C@H](CC(=O)N1CCCCC1)C2
  SENP1 inh: 2

COc1ccc(CN2CCC2(C)C(=O)NCCc2c[nH]c3ccccc23)c2ccccc12 (stereo not given)
  SENP1 inh: 0
Cc1ccc(NC(=O)NC2OC(=O)c3ccccc32)cc1 (stereo not given)
  SENP1 inh: 3
CCOC(=O)C1=CC[C@@H](c2ccccc2)N(S(=O)(=O)c2ccc(C)cc2)[C@H]1C=C(C)C
  SENP1 inh: -1
CCOc1ccccc1Nc1nc(N)nc(Cl)c1CC
  SENP1 inh: 0
Cc1nnc(SCC(=O)NC2(C#N)CCCCC2)n1N
  SENP1 inh: 1
O=C1[C@H]2[C@@H](c3ccccc3)N[C@]3(CCCN(Cc4ccc(Cl)cc4)C3=O)[C@H]2C(=O)N1Cc1ccccc1
  SENP1 inh: 2
CC1(C(=O)Nc2ccc3ccccc3c2)CCC(=O)N1CCCn1ccnc1 (stereo not given)
  SENP1 inh: 2
CCCn1c(SCC(=O)Nc2ccc(S(=O)(=O)N3CCOCC3)cc2)n[nH]c1=O
  SENP1 inh: 1
C[C@H]1COc2cc(N3CCSCC3)ccc2S(=O)(=O)N1
  SENP1 inh: 1
COc1ccc(C(CNC(=O)c2cccc(S(=O)(=O)Nc3ccccc3OC)c2)N2CCCCC2)cc1 (stereo not given)
  SENP1 inh: 2

COC(=O)[C@H](Cc1ccccc1)NC(=O)CC[C@H]1O[C@@H](n2ccc(=O)[nH]c2=O)[C@H](O)[C@@H]1O
  SENP1 inh: 2
CCCCCCn1c(SCC(=O)NC2CCS(=O)(=O)C2)nc2ccccc2c1=O (stereo not given)
  SENP1 inh: 2
CCCCc1c(-c2ccccc2OC)ncn1CCc1ccccc1
  SENP1 inh: -1
CCOC(=O)C1(C)CCCN(C(=O)c2ccccc2C(F)(F)F)C1 (stereo not given)
  SENP1 inh: 2
COc1ccc(C(=O)Nc2nnc([C@@H]3C[C@H](O)[C@@H](CO)O3)s2)cc1
  SENP1 inh: 1
COc1ccc(-c2cc(NC=O)c3ncc(-c4cccc(C(=O)N(C)C)c4)n3c2)c(OC)c1
  SENP1 inh: -18
OCC(O)C1OC(Oc2ccccc2)C(O)C(O)C1O (stereo not given)
  SENP1 inh: 3
Cc1cnc(C2OCCO2)c2cccc(N)c12
  SENP1 inh: -10
CN(C)c1ccc(-c2nn3c(-c4ccc(Cl)cc4)nnc3s2)cc1
  SENP1 inh: -97
Cn1c(N=Cc2ccc([N+](=O)[O-])cc2)c(N)c(=O)n(C)c1=O
  SENP1 inh: -8

Cc1nc(N2CCCCC2)[nH]c(=O)c1CN(C)N=O
  SENP1 inh: 1
CCC(Cc1ccccc1)OC(=O)c1ccccc1C(=O)O (stereo not given)
  SENP1 inh: 0
CCOC(=O)c1c(NC(=O)COC(=O)c2nccnc2N)sc2c1CCC2
  SENP1 inh: -5
NC(Cc1ccccc1)c1csc(Nc2ccc(C(F)(F)F)cn2)n1 (stereo not given)
  SENP1 inh: -1
C[C@@H]1CCCCO[C@@H](CN(C)Cc2ccccc2)[C@@H](C)CN([C@H](C)CO)C(=O)c2cc(NC(=O)Nc3cccc4ccccc34)ccc2O1
  SENP1 inh: -2
Cc1cc(Br)cn2c(Cc3cccc(F)c3)c(-c3ccc(Cl)cc3)nc12
  SENP1 inh: 5
CC(CN1CCN(CCOCCO)CC1)CN1c2ccccc2Sc2ccc(Cl)cc21 (stereo not given)
  SENP1 inh: 2
CC(C)CC1C(=O)N(Cc2cn(CCC3OCCO3)nn2)CCS(=O)(=O)N1Cc1ccc(-c2ccc(F)cc2)cc1 (stereo not given)
  SENP1 inh: 2
COc1cccc(C(=O)C(=O)N2CCN(C(=O)OCc3ccccc3)CC2)c1
  SENP1 inh: 2
CC(=O)Nc1cc(-c2ccsc2)cn2c(-c3ccc(F)cc3)cnc12
  SENP1 inh: -37

COc1ccc(NC(=O)C2Cc3c(-c4ccc(Cl)cc4)ccnc3O2)cn1 (stereo not given)
  SENP1 inh: 2
O=c1c2ccccc2nc(CSc2nnnn2-c2ccccc2)n1-c1ccccc1
  SENP1 inh: 1
CN(C)c1ccc(-c2cc(NC=O)c3ncc(-c4ccc(F)c(Cl)c4)n3c2)cc1
  SENP1 inh: 23
CCOc1ccccc1N1CCN(CC(=O)Nc2nccs2)CC1
  SENP1 inh: 2
CCCOc1ccc(C(F)(F)F)cc1NC(=O)CN1C(=O)C(=O)N(CC)C1=O
  SENP1 inh: 3

# Some of these compounds in order of count of non-hydrogen atoms, lowest first:
Cc1cnc(C2OCCO2)c2cccc(N)c12
  SENP1 inh: -10
Cc1nc(N2CCCCC2)[nH]c(=O)c1CN(C)N=O
  SENP1 inh: 1
OCC(O)C1OC(Oc2ccccc2)C(O)C(O)C1O (stereo not given)
  SENP1 inh: 3
Cn1c(N=Cc2ccc([N+](=O)[O-])cc2)c(N)c(=O)n(C)c1=O
  SENP1 inh: -8
CCOc1ccccc1N1CCN(CC(=O)Nc2nccs2)CC1
  SENP1 inh: 2
CC(=O)Nc1cc(-c2ccsc2)cn2c(-c3ccc(F)cc3)cnc12
  SENP1 inh: -37
Cc1cc(Br)cn2c(Cc3cccc(F)c3)c(-c3ccc(Cl)cc3)nc12
  SENP1 inh: 5
CCOC(=O)c1c(NC(=O)COC(=O)c2nccnc2N)sc2c1CCC2
  SENP1 inh: -5
COc1cccc(C(=O)C(=O)N2CCN(C(=O)OCc3ccccc3)CC2)c1
  SENP1 inh: 2
CN(C)c1ccc(-c2cc(NC=O)c3ncc(-c4ccc(F)c(Cl)c4)n3c2)cc1
  SENP1 inh: 23
O=c1c2ccccc2nc(CSc2nnnn2-c2ccccc2)n1-c1ccccc1
  SENP1 inh: 1
CC(CN1CCN(CCOCCO)CC1)CN1c2ccccc2Sc2ccc(Cl)cc21 (stereo not given)
  SENP1 inh: 2

CC(C)CC1C(=O)N(Cc2cn(CCC3OCCO3)nn2)CCS(=O)(=O)N1Cc1ccc(-c2ccc(F)cc2)cc1 (stereo not given)
  SENP1 inh: 2
C[C@@H]1CCCCO[C@@H](CN(C)Cc2ccccc2)[C@@H](C)CN([C@H](C)CO)C(=O)c2cc(NC(=O)Nc3cccc4ccccc34)ccc2O1
  SENP1 inh: -2
